Screening data: PubChem, National Center for Advancing Translational Sciences (NCATS)
AMA1-RON2 inh = AMA1-RON2 (P. falciparum) interaction inhibition; Potency, µM (titrated, usually from 58.2 µM), for the others: at the highest dose activity change, negative = inhibition, usual class: inhibitors; hit rate 0.2% among 360,000; AlphaScreen AMA1-biotinylated RON2 peptide binding;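 also: potency is read from the fitted curve at half-maximal effect; 0% = vehicle wells and -100% = peptide control; nearly all actives have a fitted effect of over 45% in size; some results filed as inactive show a strong effect at the top dose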
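AMA1 (3D7) with his tag at 25 nM final met compounds first, then biotinylated RON2 peptide at 25 nM; detection used donor plus acceptor beads, 10 µg/mL apiece, read by AlphaScreen after 30 min at room temperature.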
AmpC no deterg = inhibitors of E. coli AmpC beta-lactamase without detergent | P00811 | AmpC nitrocefin hydrolysis, absorbance 480 nm, 0.0001% Triton | Potency, µM (series often up to 57.1 µM), for the others: at the top dose activity change, negative = inhibition, hits mostly inhibitors | hit rate 0.52% among 330,000 | AID 485341;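 also: potency is read from the fitted curve at half-maximal effect; plate controls were no compound for no effect and no enzyme for full effect; nearly all actives have a fitted effect of over 20% in size; some results filed as inactive show a strong effect at the top dose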
Target sequence (P00811 whole entry, looked up): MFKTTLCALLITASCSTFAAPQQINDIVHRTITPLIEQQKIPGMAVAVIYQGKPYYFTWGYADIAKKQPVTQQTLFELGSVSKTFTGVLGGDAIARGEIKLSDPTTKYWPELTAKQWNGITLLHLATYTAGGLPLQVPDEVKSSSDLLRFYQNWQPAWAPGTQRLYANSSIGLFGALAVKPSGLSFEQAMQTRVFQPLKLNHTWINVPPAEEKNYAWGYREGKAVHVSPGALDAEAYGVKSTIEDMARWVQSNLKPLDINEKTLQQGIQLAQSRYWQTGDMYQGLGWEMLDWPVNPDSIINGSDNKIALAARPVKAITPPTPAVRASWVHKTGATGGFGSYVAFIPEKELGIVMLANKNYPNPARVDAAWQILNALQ
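AmpC (5.3 nM in the dispensed reagent) in 20 mM phosphate pH 7.0 with 0.01% (detergent screen) or 0.0001% Triton X-100 was preincubated with compounds for 15 min at room temperature. Nitrocefin was then added from an 800 uM solution, and hydrolysis was followed at 480 nm.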
Tb PYK inh = T. brucei pyruvate kinase inhibition; Q57TT1; TbPYK enzyme, Kinase-Glo Plus ATP luminescence, 45 min; Potency, µM (series often up to 76.8 µM), without a hit: top-dose activity, negative = inhibition, most hits filed as inhibitors; hit rate 0.12% among 410,000; AID 624173; also: potency is read from the fitted curve at half-maximal effect; nearly all actives have a fitted effect of over 50% in size
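TbPYK + substrate in 50 mM TEA pH 7.2, 100 mM KCl, 10 mM MgCl2, 0.05% BSA, 0.01% Tween-20; cpd pinned; ADP 130 uM final; 45 min RT; Kinase-Glo Plus 10 min; luminescence endpoint.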
HCMV antiviral = inhibitors of human cytomegalovirus | hit rate 4.5% among 410,000 | HFF cells, HCMV-luciferase reporter, 72 h; hits give low values | activity change, negative = inhibition, % at 57.5 µM; in the data active = activity change below about -60%; inconclusive = no clear call, values can overlap the other calls; inactive = above about -39%
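Luciferase read-out from HCMV-luciferase-infected HFFs (MOI 1 PFU/cell) 72 h post infection at 37C; compounds added after 16 h cell attachment; activity normalized between buffer-only basal and Salinomycin (10uM) inhibitor controls.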
Sm TGR block = S. mansoni TGR enzyme inhibition | purified TGR, DTNB reduction, TNB absorbance 405 nm | Potency, µM (highest dose often 114 µM), for inactives: at the top dose activity change, negative = inhibition, usual class: inhibitors | hit rate 3% among 360,000 | AID 485364; also: potency is read from the fitted curve at half-maximal effect; nearly all actives have a fitted effect of over 60% in size
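Kinetic colorimetric format: TGR-catalysed, NADPH-driven DTNB reduction monitored via TNB absorbance. Enzyme dispensed at 20 nM; compound exposure 15 min at room temperature before reaction start.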
AmpC detergent = AmpC beta-lactamase inhibition with detergent present; P00811; AmpC hydrolysis of nitrocefin, absorbance 480 nm, 0.01% Triton; Potency, µM (top dose mostly 114 µM), inactives show at the top dose activity change, negative = inhibition, usual class: inhibitors; hit rate 0.041% among 370,000; AID 485294;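 also: potency is read from the fitted curve at half-maximal effect; 0% = no-compound wells and -100% = no-enzyme wells; nearly all actives have a fitted effect of over 25% in size; some results filed as inactive show a strong effect at the top dose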
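20 mM phosphate pH 7.0 + 0.01% (detergent screen) or 0.0001% Triton X-100; 5.3 nM AmpC reagent; cpd preinc 15 min RT; nitrocefin (800 uM stock) to start; A480 q20 s × 4 min; Activity was normalised to no-enzyme and no-compound control wells.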
LmPK inh = LmPK (Leishmania mexicana) enzyme inhibition; Q27686; purified LmPK, Kinase-Glo ATP luminescence, 1 h; Potency, µM (series often up to 57.5 µM), without a hit: at the highest dose activity change, negative = inhibition, actives largely listed as inhibitors; hit rate 0.37% among 290,000; also: potency is read from the fitted curve at half-maximal effect
Target sequence (Q27686 whole entry, looked up): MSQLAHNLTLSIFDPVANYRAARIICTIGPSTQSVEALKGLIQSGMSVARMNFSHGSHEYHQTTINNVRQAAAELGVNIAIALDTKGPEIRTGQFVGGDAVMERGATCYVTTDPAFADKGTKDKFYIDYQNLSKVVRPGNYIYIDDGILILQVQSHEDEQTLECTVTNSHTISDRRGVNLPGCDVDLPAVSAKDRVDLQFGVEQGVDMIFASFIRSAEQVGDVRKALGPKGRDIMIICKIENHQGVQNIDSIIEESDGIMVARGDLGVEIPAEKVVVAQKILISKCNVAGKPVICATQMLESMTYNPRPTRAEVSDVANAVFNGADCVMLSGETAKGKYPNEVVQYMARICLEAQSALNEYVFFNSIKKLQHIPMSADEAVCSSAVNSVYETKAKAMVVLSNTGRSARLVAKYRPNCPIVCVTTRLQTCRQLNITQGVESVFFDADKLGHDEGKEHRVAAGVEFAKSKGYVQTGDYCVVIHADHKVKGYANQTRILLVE
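Kinase-Glo luminescence read after 1 h RT reaction of 0.1 nM LmPK with 0.5 mM PEP and 0.1 mM ADP. Activity scaled between uninhibited and enzyme-free controls.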
* hit, by the source's call; ? = inconclusive; . = no result given; [ ] = dose if it differs, or a comment. Unless noted, calls follow the shape of the dose curve; as a rule, active = well fitted curve in the direction sought with a large enough effect; inconclusive = small, poorly fitted or top-dose-only effect, or another doubt; inactive = no such curve, though single readings can be large; an effect the other way counts as inactive or inconclusive. Unless noted, % is scaled to controls: 0 for no effect and ±100 for the full control effect.

| Compound | AMA1-RON2 inh | AmpC no deterg | Tb PYK inh | HCMV antiviral | Sm TGR block | AmpC detergent | LmPK inh |
| --- | --- | --- | --- | --- | --- | --- | --- |
| CS(=O)(=O)N(Cc1ccccc1Cl)c1ccc(C(=O)N2CCCC2)cc1 | -1% | 72%[activator] | -5% | -33 | 4% | ? | 0% |
| O=C(c1ccc(Cl)cc1)N1CCOc2ccccc21 | 6% | -15% | 0% | -28 | -20% | 3% | 6% |
| CCn1c(/C(C#N)=C/c2ccccc2Cl)nc2ccccc21 | . | . | 5% | -73* | 3% | 3% | . |
| Cc1ccc(-c2noc(CCC(=O)Nc3cccc(C#N)c3)n2)cc1 | 4% | -11% | -8% | 6 | -5% | -14% | -1% |
| COC(=O)C1=C(COc2ccccc2)NC(=O)NC1c1ccc2ccccc2c1 (centres undefined) | 14% | . | 0% | -13 | . | . | . |
| COCCn1c(=NC(=O)c2sc3ccccc3c2Cl)sc2cc(S(N)(=O)=O)ccc21 | -10% | -21% | 2% | -7 | 2% | -1% | 0% |
| Cc1ccc(-c2csc(NC(=O)CCNC(=O)c3ccc(Cl)cc3)n2)cc1 | -6% | -26% | 3% | 38 | . | 2% | -1% |
| O=C(Nc1csc(Cc2c(Cl)cccc2Cl)n1)NN1CCOCC1 | 1% | 142%[activator] | 1% | . | -7% | 2% | 2% |
| CCn1c(=O)sc2cc(NS(=O)(=O)c3ccc(C)cc3)ccc21 | . | . | 2% | 8 | -8% | 1% | . |
| CCc1nc2c(OCc3ccc(Cl)cc3Cl)cccn2c1N(C)C(=O)c1ccccc1F | -18% | . | -10% | -5 | . | . | . |
| CC(C)(C)c1cc(C(F)(F)F)n2ncc(-c3ccccc3)c2n1 | -14% | -31% | -3% | -22 | 4% | -5% | 1% |
| O=C(NCc1cccc(Cl)c1)c1ccc(-c2csnn2)cc1 | -4% | -15% | -2% | 21 | -6% | -1% | 0% |
| CCOc1ccccc1C(=O)N(C)Cc1cc2ccccc2[nH]c1=O | -8% | -14% | -5% | -22 | 4% | ? | -3% |
| COc1ccc(NC2c3ncccc3C(=O)N2Cc2ccccc2)c(OC)c1 (centres undefined) | -11% | 23% | -17% | 4 | -20% | -10% | 1% |
| O=C(COC(=O)c1cc(-c2ccccc2)nc2ccccc12)NC1CC1 | 0% | 19% | 2% | 6 | . | . | . |
| Cc1nc(SCC(=O)N(C)C2CCS(=O)(=O)C2)c(C#N)c(C)c1C (centres undefined) | -4% | -17% | 3% | -2 | -8% | -3% | . |
| Nc1cccc2c1C(=O)N(C(=O)/C=C/c1ccc(F)cc1)C2=O | 14% | -34% | 1% | -5 | 15% | -1% | -5% |
| CC(=O)NCCOc1ccc2oc3ccccc3c2c1 | 18% | . | -1% | 18 | 5% | -11% | 0% |
| Cn1nnc2c(N3CCN(c4cccc(C(F)(F)F)c4)CC3)ncnc21 | . | . | 0% | ? | -12% | -2% | . |
| CCCn1c(CCCNC(=O)c2ccccc2OC)nc2ccccc21 | . | . | 0% | -7 | -9% | -4% | . |

Later entries.
The line under a structure holds: AMA1-RON2 inh, AmpC no deterg, Tb PYK inh, HCMV antiviral, Sm TGR block, AmpC detergent, LmPK inh
- O=C(OCCC12CC3CC(CC(C3)C1)C2)c1ccc(NCc2cc(O)ccc2O)cc1
 : ?, ., -16%, -77*, ., ., .
- Oc1ccc(C=Nc2ccc3ncccc3c2)c(O)c1
 : ., -27%, ., ., ?, -8%, -8%
- Cc1ccc(OCCC(=O)Nc2ccc(C)c(S(=O)(=O)N3CCOCC3)c2)cc1
 : -6%, -1%, 0%, 0, -10%, 0%, .
- Cc1cccc(CCNC(=O)c2cc3c(=O)n(C)c4ccccc4c3n2C)c1
 : ., ., -4%, -21, 7%, 19%, .
- CC(C)NC(=O)NC(=O)COC(=O)c1cccc(S(=O)(=O)N2CCCCC2)c1
 : 3%, 0%, 3%, 32, -1%, 3%, 2%
- COC(=O)CN1C(=O)C(O)=C(C(C)=O)C1c1ccc([N+](=O)[O-])cc1 (centres undefined)
 : -6%, 4%, 10%, 74, 2%, 1%, -4%
- Cc1nn(C)c(Oc2ccccc2)c1CCNC(=O)CC(C)C
 : 42%[activator], 32%, -16%, -2, ., 3%, 3%
- Cc1ccc(F)c(S(=O)(=O)NC(=O)C2(C)CCN2C(=O)CCc2ccccc2)c1 (centres undefined)
 : 5%, ., 0%, -1, ., ., .
- COc1ccc(NCc2nnc3n2CCCCC3)c(OC)c1
 : ., ., -3%, -4, 0%, 3%, .
- O=C(c1cc2ccccc2oc1=O)N(Cc1cccs1)CC1CCCO1 (centres undefined)
 : 12%, 4%, -2%, -11, ., -2%, 2%
- O=C(COC(=O)[C@H](Cc1c[nH]c2ccccc12)NC(=O)c1ccc(Cl)cc1)Nc1ccc2c(c1)OCO2
 : -28%, -36%, 3%, 51, -15%, -10%, -2%
- O=[N+]([O-])c1ccc(CSc2nnc(SCc3ccccc3)s2)cc1
 : ?, -24%, -1%, ?, 4%, ?, -4%
- COc1cc(CNc2ccc3[nH]c(=O)[nH]c3c2)ccc1OCc1ccc(C)cc1
 : -15%, ?, 2%, 14, -23%, -1%, -1%
- CCN(CC)c1ccc(/C=N/OCC(=O)N2CCCc3ccccc32)cc1
 : 28µM*, 25%, 1%, ?, -8%, -11%, 3%
- CC1CCC(NC(=O)c2cc3c(s2)CCCC3)CC1 (centres undefined)
 : 14%, -35%, 3%, 35, -3%, ?, .
- C/C(=N\N1CCN(c2ccccc2)CC1)c1ccc(O)cc1
 : -1%, -15%, 4%, -10, 1%, 3%, 8%
- CCCCCCNC(=O)C(C#N)c1nc2ccccc2nc1N1CCCC1 (centres undefined)
 : 9%, -4%, -4%, 88, 12%, ?, -1%
- COc1ccc2nc(-c3ccco3)c(-c3ccco3)nc2c1
 : -13%, -20%, ?, 30, 3.5µM*, ?, -8%
- Cc1cc(C)cc(NC(=O)CSc2nc(-c3cccc(Cl)c3)nc3c2Cc2c(CO)cnc(C)c2O3)c1
 : ., ., -7%, -10, 35µM*, 13%, .
- CC(CCc1ccccc1)NC(=O)COC(=O)c1cccc2ccccc12 (centres undefined)
 : 29%, -41%, -4%, -10, 1%, -3%, 2%
- Nc1nc(SCC(=O)N2CCN(S(=O)(=O)c3ccc(Cl)cc3)CC2)n[nH]1
 : 0%, -13%, 3%, -17, 6%, -1%, -3%
- COC(CNc1ncnc2c1cnn2C)OC
 : 10%, -27%, 5%, ?, 3%, -2%, 3%
- c1ccc(C2C3=C(Nc4ncnn42)c2ccccc2CCC3)cc1 (centres undefined)
 : 42%[activator], -19%, -4%, 27, -2%, -11%, 3%
- CC(C)NC(=O)N(C)C[C@H]1Oc2ccc(NC(=O)c3ccncc3)cc2C(=O)N([C@H](C)CO)C[C@@H]1C
 : 8%, -6%, -2%, 30, ., ., .
- Cc1cc(C)c(OCC(=O)N2CCN(c3ncc(C(F)(F)F)cc3Cl)CC2)c(C)c1
 : 7%, 23%, 0%, -8, -21%, -4%, -4%
- Cc1cc(=O)oc2cc(OCC(=O)N3CCOCC3)c(Cl)cc12
 : 5%[11.6 µM], -45%, 3%, 0, ., ., .
- CCC(=O)Nc1cccc(NC(=O)c2cc3ccccc3o2)c1
 : -5%, -32%, 1%, 112, 0%, -16%, ?
- O=C(NC1CCCCC1)N1CCNCC1
 : 3%, -1%, -7%, 40, -13%, -11%, -2%
- O=C(c1ccc(COc2ccccc2[N+](=O)[O-])o1)N1CCCCC1
 : -10%, 2%, 10%, 94, 0%, ?, 2%
- Cc1cc2oc(=O)cc(-c3ccccc3)c2c(C)c1-c1ccc(OC(F)(F)F)cc1
 : -3%, -14%, 0%, 3, ., ., .
- Cc1ccc(NC(=O)CCc2nnc3n(C)c(=O)c4sccc4n23)cc1C
 : ., ., -9%, 2, 10%, 6%, .
- COc1ccc(CCNC(=O)CCc2c(C)nc3c4cccnc4nn3c2C)cc1OC
 : ., ., -2%, 11, 0%, -4%, .
- COc1ccc(O)c(-c2cc(-c3cccs3)[nH]n2)c1
 : 25%, -59%, -6%, 228, -13%, ?, -2%
- O=c1c2ccccc2nc2n1C(CSc1ccc(Cl)cc1)CN2 (centres undefined)
 : -6%, -8%, -1%, 60, 1%, 2%, -3%
- O=C1c2ccccc2C(=O)N1CCC1(O)C(c2ccccc2)=Nc2ccccc21 (centres undefined)
 : 0%, ., -5%, -10, ., ., .
- CCOC(=O)C1=NN(c2ccc(OC)cc2)C(c2ccccc2)CC1=O (centres undefined)
 : -21%, 7%, 3%, 7, 2%, -2%, 1%
- Nc1nc(NCCOCCO)nc(Nc2cccc(F)c2)c1[N+](=O)[O-]
 : -8%, 18%, -2%, -19, -19%, 0%, -2%
- Oc1ccccc1-c1nc2c3ccccc3c3ccccc3c2[nH]1
 : 17%, -60%, -12%, 18, 2%, 2%, 9%
- Cc1ccc(C(=O)N/C(=C/c2cccnc2)C(=O)NCc2ccco2)cc1
 : 1%, -11%, -2%, -9, 0%, ?, -1%
- N=C1SC(CC(=O)Nc2ccc([N+](=O)[O-])cc2)C(=O)N1c1ccccc1 (centres undefined)
 : -3%, -37%, 3%, -5, 4%, 8%, 3%
- O=C(c1ccc2c(=O)n(Cc3ccccc3Cl)c(=S)[nH]c2c1)N1CCCC1
 : 15%, -12%, -3%, -27, -1%, 1%, -1%
- O=C(O)CCCCCN1C(=O)C(O)=C(C(=O)/C=C/c2ccccc2)C1c1ccc2c(c1)OCO2 (centres undefined)
 : -13%, -31%, 0%, 10, -1%, 4%, 9%

Reformatted with each value named: 4 of the compounds above.
Cc1cc(C)c(OCC(=O)N2CCN(c3ncc(C(F)(F)F)cc3Cl)CC2)c(C)c1
  AMA1-RON2 inh = 7%
  AmpC no deterg = 23%
  Tb PYK inh = 0%
  HCMV antiviral = -8
  Sm TGR block = -21%
  AmpC detergent = -4%
  LmPK inh = -4%

Cc1cc(=O)oc2cc(OCC(=O)N3CCOCC3)c(Cl)cc12
  AMA1-RON2 inh = 5%[11.6 µM]
  AmpC no deterg = -45%
  Tb PYK inh = 3%
  HCMV antiviral = 0
  Sm TGR block = .
  AmpC detergent = .
  LmPK inh = .

CCC(=O)Nc1cccc(NC(=O)c2cc3ccccc3o2)c1
  AMA1-RON2 inh = -5%
  AmpC no deterg = -32%
  Tb PYK inh = 1%
  HCMV antiviral = 112
  Sm TGR block = 0%
  AmpC detergent = -16%
  LmPK inh = ?

O=C(NC1CCCCC1)N1CCNCC1
  AMA1-RON2 inh = 3%
  AmpC no deterg = -1%
  Tb PYK inh = -7%
  HCMV antiviral = 40
  Sm TGR block = -13%
  AmpC detergent = -11%
  LmPK inh = -2%
